# Screens as filed in PubChem BioAssay.
# FXIa mix inh – inhibitors of human coagulation factor XIa, pooled mixtures. P03951. inhibition, % at 5 µM. AID 680. hit rate 0.19% among 62,000. purified FXIa, fluorogenic substrate;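 note: each value is inhibition by a whole ten-compound pool holding the compound; 0% = enzyme with no mixture and 100% = wells lacking enzyme; strong numbers were not always called active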
# Target sequence (P03951 19-387 limits assumed): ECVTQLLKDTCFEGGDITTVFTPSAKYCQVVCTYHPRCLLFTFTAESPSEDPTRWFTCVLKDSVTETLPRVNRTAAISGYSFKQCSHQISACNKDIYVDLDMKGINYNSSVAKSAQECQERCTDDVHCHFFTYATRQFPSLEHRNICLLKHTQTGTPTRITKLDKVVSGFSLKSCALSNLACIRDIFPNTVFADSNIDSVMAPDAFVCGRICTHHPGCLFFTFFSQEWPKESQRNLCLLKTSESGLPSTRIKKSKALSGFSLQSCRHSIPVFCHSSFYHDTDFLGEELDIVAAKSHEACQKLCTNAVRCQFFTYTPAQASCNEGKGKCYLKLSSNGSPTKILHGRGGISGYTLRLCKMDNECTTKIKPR
# Target sequence (P03951 388-625 limits assumed): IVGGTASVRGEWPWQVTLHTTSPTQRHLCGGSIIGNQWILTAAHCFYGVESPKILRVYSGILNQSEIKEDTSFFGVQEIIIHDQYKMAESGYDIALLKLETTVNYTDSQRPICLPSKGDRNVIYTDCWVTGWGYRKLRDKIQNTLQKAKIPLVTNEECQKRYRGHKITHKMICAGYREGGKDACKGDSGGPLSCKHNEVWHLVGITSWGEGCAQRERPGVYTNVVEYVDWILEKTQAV
# CatS block – blocks human cathepsin S protease activity; P25774; recombinant cathepsin S, AMC dipeptide fluorescence, pooled mixtures; inhibition, %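 (tested at 5 µM per compound within 10-compound mixtures)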; hit rate 0.06% among 62,000; AID 501; in the data active = inhibition above about 32%, passing the limit was not always enough;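 note: 0% = enzyme without compound and 100% = blank without enzyme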
# C1s block – blocks human complement C1s protease activity; P09871; purified C1s, fluorogenic AMC substrate, pooled mixtures; mean inhibition % of two 10-compound mixtures (stronger effect = higher value), % at 5 µM (by protocol); hit rate 0.16% among 62,000; AID 538;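 active = inhibition above 20% in each of the two 10-compound mixture wells holding the compound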;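 note: 0% = enzyme wells lacking compound mixture and 100% = no-enzyme blank wells; some compounds called inactive have numbers as strong as hits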
# CatB mixtures – human cathepsin B inhibition by mixtures; inhibition, %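 (ten-compound pools at 5 µM per compound and 50 µM total)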; hit rate 0.06% among 62,000; Purified cathepsin B, AMC dipeptide fluorescence, compound mixtures; in the data active = inhibition above about 22%, passing the limit was not always enough;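 note: 0% = enzyme without compound and 100% = no enzyme blank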
# CatB inh – inhibitors of human cathepsin B. inhibition, %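 (tested at 10 µM)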. purified cathepsin B, fluorogenic substrate, fluorescence. P07858. hit rate 0.1% among 63,000. AID 453; in the data active = inhibition above about 21%;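 note: 0% = enzyme with no compound and 100% = no enzyme blank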
# Cathepsin G inh – cathepsin G (human) inhibition; purified enzyme, AMC-tetrapeptide fluorescence, pooled mixtures; inhibition, % at 5 µM (by protocol); hit rate 0.2% among 62,000;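 active = inhibition above 20% in each of the two mixture wells holding the compound; inactive = inhibition of 20% or less in either well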;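 note: 0% = enzyme control without mixture and 100% = blank lacking enzyme; strong numbers were not always called active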
# FXIIa inh mix – blocks human factor XIIa in pooled compound mixtures | inhibition, % at 5 µM | purified FXIIa, fluorogenic substrate | hit rate 0.2% among 62,000 | P00748;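 note: 0% = enzyme without compound and 100% = no enzyme blank; some results filed as inactive read as strong as hits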
# A340 absorber – absorbance at 340 nm; compound absorbance at 340 nm, fold over control; fold change at 10 µM; 65,000 tested, under 10 active;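 active = at 10 µM dose, initial 340 nm absorbance at least 2 fold that of control wells; inactive = change under 2 fold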;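 note: initial absorbance extrapolated from kinetic A340 decline of NADH oxidation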
# CatL inh – blocks human cathepsin L protease activity. hit rate 0.17% among 58,000. inhibition, %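 (tested at 10 µM)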. purified cathepsin L, fluorogenic substrate, fluorescence; in the data active = inhibition above about 45%;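 note: 0% = enzyme with no compound and 100% = no enzyme blank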
# Target sequence (P07711 114-288 limits assumed): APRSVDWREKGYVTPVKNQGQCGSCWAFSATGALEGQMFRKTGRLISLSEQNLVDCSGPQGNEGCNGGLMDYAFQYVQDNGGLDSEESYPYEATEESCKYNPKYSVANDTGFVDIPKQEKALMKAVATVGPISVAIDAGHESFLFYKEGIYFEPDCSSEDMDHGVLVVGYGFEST
# Target sequence (P07711 292-333 limits assumed): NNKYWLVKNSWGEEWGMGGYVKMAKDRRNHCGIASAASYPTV
# * hit, by the source's call; nt = no result given. Cut-off read from the data, not from the text of the source, unless noted: active = inhibition above about 20% (passing the limit was not always enough); inactive = the rest.
# Values run as follows: FXIa mix inh	CatS block	C1s block	CatB mixtures	CatB inh	Cathepsin G inh	FXIIa inh mix	A340 absorber	CatL inh
> CCC(C)(C)NC(=O)C(c1cccnc1)N(CCOC)C(=O)Cn1nnc2ccccc21 (stereo not given)
  -31	-21	-17	-20	-1	-22	-3	1.1	nt
> COC(=O)c1ccc(Oc2nc(NC(C)C)nc(SC)n2)cc1
  6	-7	-1	1	1	6	6	1	nt
> COc1ccc(S(=O)(=O)Cc2ccc(C(=O)N3CCN(c4ncccn4)CC3)o2)cc1
  3	7	0	5	4	1	-17	1	22
> COc1cc(OC)nc(NC(=O)C(C)C)n1
  1	0	16	0	1	11	1	0.98	nt
> Cc1ccc(NC(=O)c2cnn(-c3ccccc3)c2NC(=O)c2ccco2)cc1C
  10	10	-1	-3	5	4	6	1	7
> CC(C)NC(=O)CSc1nnc2sc3ccccc3n12
  5	-2	1	4	-1	1	3	1	-3
> CCn1c(=O)cc(OCC(=O)N2CCN(C(=O)c3ccco3)CC2)c2ccccc21
  4	4	-5	1	4	0	8	0.97	24
> COc1cccc(C2NC(CC(C)C)(C(=O)O)C3C(=O)N(Cc4ccccc4)C(=O)C23)c1O (stereo not given)
  1	0	-7	3	6	7	-3	0.97	6
> CCOC(=O)N1CCC(NS(=O)(=O)c2ccc3c(c2)CCN3C(C)=O)CC1
  12	4	9	5	0	8	-18	1.1	-4
> O=C(NCc1ccco1)c1cccc(F)c1
  4	24	14	9	1	10	9	1	7
> O=C(NCC(=O)N(c1ccccc1F)C(C(=O)NCC1CCCO1)c1ccccc1)c1ccco1 (stereo not given)
  0	-7	-8	-4	4	-11	-20	1	6
> COc1ccc(OC)c(C(=O)COC(=O)c2ccccc2O)c1
  11	7	-3	7	-3	-2	7	1	10
> COc1ccc(O)c(C(=O)CC(=O)c2ccccc2)c1
  5	-2	4	6	4	11	17	1.1	nt
> Cc1csc2nc(CNC(=O)CCC(=O)O)cn12
  4	2	14	1	5	6	13	1	nt
> CC1(C)NC(=O)N(CCCOc2ccc3c(c2)CCC3)C1=O
  3	-1	-35	-1	0	-4	0	1	7
> CCN(CC)C(=O)C1CCCN(C/C=C/c2ccccc2)C1 (stereo not given)
  15	8	-4	1	-2	-1	3	1.1	5
> CCOC(=O)c1c(C2COc3ccccc3O2)csc1N (stereo not given)
  2	-5	11	5	2	10	-1	1	6
> COC(=O)c1cc(NC(=O)CC2NCCNC2=O)cc(C(=O)OC)c1 (stereo not given)
  10	-1	-3	-3	-1	-2	3	1	-4
> Cc1ccc(-n2nnnc2SCC(=O)Nc2ccccc2N2CCCCC2)cc1C
  3	9	-9	6	14	12	-18	1	4
> COc1ccc(CCn2c(NCCCN3CCOCC3)nc3c2c(=O)[nH]c(=O)n3C)cc1
  -5	5	-13	2	3	-8	14	0.99	1
> C=CCOn1c(=O)c(=O)n(OCc2ccccc2)c2ccccc21
  2	-6	2	0	1	-6	36	1	4
> C=CCOC(=O)COc1ccc2c(C)c(CC)c(=O)oc2c1
  1	9	1	-1	-3	-1	1	1.1	23
> CC1(C)CC(O)C(CCC(O)c2ccccc2)C(C)(C)N1 (stereo not given)
  3	13	-11	2	9	-10	3	0.98	10
> CCCNS(=O)(=O)c1ccc2c(c1)CCCN2C(C)=O
  8	3	13	2	3	9	11	0.99	13
> Cn1nc(-c2ccccc2)c2nc3ccccc3nc21
  6	15	-11	0	3	-6	4	1.1	-18
> Cc1cnc(C(=O)Nc2ccc(N3CCOCC3)cc2)cn1
  3	3	14	10	-1	14	-1	0.99	4
> CC1CCCC(NC(=O)COC(=O)Cc2cn3ccsc3n2)C1C (stereo not given)
  3	-1	7	5	3	9	5	1	6
> COc1cc(-c2nc(N)n[nH]2)cc(OC)c1OC
  12	16	17	5	7	54	5	0.96	6
> COC(=O)c1c(C)[nH]c(C)c1-c1ccccc1Cl
  -4	7	-66	3	6	-16	-6	1	-3
> COC(=O)c1cccc(COC(=O)CNC(=O)c2ccco2)c1
  7	3	14	0	7	10	1	0.98	14
> COC(=O)c1ccc2nc(C(F)(F)F)[nH]c2c1
  4	7	14	3	3	10	8	1	13
> CCOC(=O)N1CCN(C(=O)Nc2ccc3nc(C)c(C)nc3c2)CC1
  2	-12	-18	1	1	6	5	1.1	-235
> CC(=O)c1nnn(-c2nc(N)nc(N(c3ccccc3)c3ccccc3)n2)c1C
  8	-5	-14	2	1	6	-9	0.99	-2
> CCN(CC)CCCN1C(=O)C(O)=C(C(=O)c2ccco2)C1c1ccc(C)o1 (stereo not given)
  8	34	0	7	0	7	3	1	4
> Clc1ccc(CN2C3=NCCN3c3ccccc32)cc1Cl
  6	4	6	8	-1	3	-21	1	25
> Cc1ccc(N2CCN(c3cc(C)nc4nc(C)nn34)CC2)c(C)c1
  0	6	-3	0	3	1	3	1	nt
> Cc1onc(-c2ccccc2Cl)c1C(=O)Nc1cnn(Cc2ccccc2)c1
  10	2	5	-1	0	15	4	1	-5
> COc1ccc(NC(=O)COc2ccccc2C#N)c(S(=O)(=O)N2CCCCC2)c1
  2	-7	4	2	8	9	9	1	-5
> O=C(c1ccc(CS(=O)(=O)c2c(Cl)cccc2Cl)o1)N1CCCC1
  0	13	-78	-4	-2	-6	-12	1	nt
> COCCNC(=O)c1snc2ccc(Cl)cc12
  -12	7	-25	1	0	6	-8	1	11

# Laid out differently: results already given
compound,FXIa mix inh,CatS block,C1s block,CatB mixtures,CatB inh,Cathepsin G inh,FXIIa inh mix,A340 absorber,CatL inh
CCC(C)(C)NC(=O)C(c1cccnc1)N(CCOC)C(=O)Cn1nnc2ccccc21 (stereo not given),-31,-21,-17,-20,-1,-22,-3,1.1,nt
COC(=O)c1ccc(Oc2nc(NC(C)C)nc(SC)n2)cc1,6,-7,-1,1,1,6,6,1,nt
COc1ccc(S(=O)(=O)Cc2ccc(C(=O)N3CCN(c4ncccn4)CC3)o2)cc1,3,7,0,5,4,1,-17,1,22
COc1cc(OC)nc(NC(=O)C(C)C)n1,1,0,16,0,1,11,1,0.98,nt
Cc1ccc(NC(=O)c2cnn(-c3ccccc3)c2NC(=O)c2ccco2)cc1C,10,10,-1,-3,5,4,6,1,7
CC(C)NC(=O)CSc1nnc2sc3ccccc3n12,5,-2,1,4,-1,1,3,1,-3
CCn1c(=O)cc(OCC(=O)N2CCN(C(=O)c3ccco3)CC2)c2ccccc21,4,4,-5,1,4,0,8,0.97,24
COc1cccc(C2NC(CC(C)C)(C(=O)O)C3C(=O)N(Cc4ccccc4)C(=O)C23)c1O (stereo not given),1,0,-7,3,6,7,-3,0.97,6
CCOC(=O)N1CCC(NS(=O)(=O)c2ccc3c(c2)CCN3C(C)=O)CC1,12,4,9,5,0,8,-18,1.1,-4
O=C(NCc1ccco1)c1cccc(F)c1,4,24,14,9,1,10,9,1,7
O=C(NCC(=O)N(c1ccccc1F)C(C(=O)NCC1CCCO1)c1ccccc1)c1ccco1 (stereo not given),0,-7,-8,-4,4,-11,-20,1,6
COc1ccc(OC)c(C(=O)COC(=O)c2ccccc2O)c1,11,7,-3,7,-3,-2,7,1,10
COc1ccc(O)c(C(=O)CC(=O)c2ccccc2)c1,5,-2,4,6,4,11,17,1.1,nt
Cc1csc2nc(CNC(=O)CCC(=O)O)cn12,4,2,14,1,5,6,13,1,nt
CC1(C)NC(=O)N(CCCOc2ccc3c(c2)CCC3)C1=O,3,-1,-35,-1,0,-4,0,1,7

# Next part:
# Values run as follows: FXIa mix inh	CatS block	C1s block	CatB mixtures	CatB inh	Cathepsin G inh	FXIIa inh mix	A340 absorber	CatL inh
> O=C(O)c1cc(-c2ccc(Cl)cc2)n[nH]1
  8	-4	12	2	3	8	5	1	-13
> CC(=O)c1cccc(N(CC(=O)NCC2CCCO2)C(=O)CCC(=O)Nc2cc(C)on2)c1 (stereo not given)
  5	11	9	6	6	7	8	1	6
> CCCc1oc2c(c(=O)c1CC)C(=O)CC(C)(C)C2
  8	-4	7	3	-2	2	2	1	-2
> COc1ccc(CCNC2CC(=O)N(CCc3ccc(OC)c(OC)c3)C2=O)cc1OC (stereo not given)
  7	-4	11	0	6	8	3	0.99	11
> Cc1cccc(-c2nnc(SCC#N)n2-c2cccc(Cl)c2)c1
  -1	6	9	6	1	12	9	0.98	6
> Cc1ccc(N2CC(C(=O)NC3=NCCS3)CC2=O)cc1C (stereo not given)
  4	-5	3	3	5	9	7	1	2
> CCOc1ccccc1CN1C(=O)c2ccccc2C1C(=O)NCC1CCCO1 (stereo not given)
  -3	-8	-1	-8	3	7	2	1	-1
> CCCCCCOc1ccc(OCC(O)CN2C(=O)NC(C)(C)C2=O)cc1 (stereo not given)
  6	1	6	4	2	-3	6	1	-2
> Cc1occc1-c1nnc(SCC(=O)NCc2cccs2)n1-c1ccc(F)cc1
  13	9	16	6	3	14	-17	0.99	-7
> O=C(Nc1ccc2c(c1)OCCO2)c1ccc(S(=O)(=O)N2CCCCC2)cc1
  -2	-3	-10	3	6	8	-1	1	5
> COC(=O)c1ccc2c(c1)NC(=O)C(N1CCCCC1)S2 (stereo not given)
  -4	0	-1	2	3	11	9	1	22
> Cc1occc1-c1nnc(SCC(=O)Nc2ccc3c(c2)OCO3)n1CC1CCCO1 (stereo not given)
  0	-14	-30	-3	-1	-7	0	1	0
> C=CC1C(N2CCOCC2)C(C)(C)S1(=O)=O (stereo not given)
  8	-2	17	-4	5	14	6	1	14
> COc1cc2c(cc1OC)C(C(=O)N1CCN(c3ccccn3)CC1)C(c1cccs1)N(C)C2=O (stereo not given)
  8	-7	8	3	6	9	1	0.97	6
> N#Cc1nc(COc2ccc(F)cc2)oc1N1CCCC1
  -5	-7	-22	0	3	2	7	0.98	-6
> CCOc1ccc(C(=O)Nc2cc(=O)n(C)c(=O)n2C)cc1
  38	-2	-4	1	3	46	0	1.1	nt
> Cc1cc(C)nc(Nc2nc(C)c3cc4c(cc3n2)OCO4)n1
  -7	-10	-70	-4	1	-15	9	1.1	6
> COC(=O)CCc1c(C)nn(-c2ccccc2)c1C
  -7	4	-12	-1	-3	-1	2	1	16
> O=C(O)c1cc(NCc2ccccc2C(F)(F)F)ccc1N1CCOCC1
  -1	0	7	4	7	11	2	1	17
> CCOC(=O)c1nc(S(C)(=O)=O)ncc1Cl
  2	2	0	2	5	7	3	1	29
> Nc1nc(SCC(=O)N2CCc3ccccc32)[nH]c(=O)c1-c1ccccc1
  3	6	16	-7	0	14	-22	1.1	nt
> CCOc1ccccc1NC(=O)C1CCN(S(=O)(=O)c2ccc(OC)c(OC)c2)CC1
  7	18	-22	7	8	-4	4	1.1	9
> Cn1ccnc1SCC(=O)Nc1ccc2ccccc2c1
  9	-3	11	5	-1	11	9	1	-3
> Cn1c(=O)c2c(ncn2Cc2ccc(Cl)c(Cl)c2)n(C)c1=O
  6	17	-3	1	1	-3	8	1.1	nt
> CCOC(=O)CC1=C(C(=O)OCC)C(c2cc(OC)c(OC)cc2OC)C(C#N)=C(N)O1 (stereo not given)
  9	-3	-1	-1	0	-2	7	1	4
> C=CCNC(=O)c1cc(=O)c2ccccc2o1
  8	7	13	-3	4	19	4	0.99	14
> CCOc1ccc(C(N)=O)cc1OC
  -1	7	-2	-3	-8	0	-11	nt	5
> c1nnc(NC2=NCCCCC2)s1
  4	11	-4	7	7	-9	9	0.97	2
> Cc1ccc(C)c(SCC(=O)OCC(=O)c2ccco2)c1
  9	22	1	7	0	1	4	1	8

# Looked up above.
# CatS block, c1nnc(NC2=NCCCCC2)s1 : 11
# CatB mixtures, Cn1ccnc1SCC(=O)Nc1ccc2ccccc2c1 : 5

# A portion of the library; the hit share may differ from the screen's.
